Assay outcomes deposited in PubChem by Broad Institute.
IDH1 R132H inh – IDH1 R132H (human) inhibition | IDH1 R132H reductase, diaphorase/resazurin fluorescence, 60 min | inhibition, % at 10 µM | actives 0.18% (n = 70,000); in the data active = inhibition above about 34%;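 also: 0% = DMSO and 100% = no enzyme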
Target sequence (O75874 whole entry R132H): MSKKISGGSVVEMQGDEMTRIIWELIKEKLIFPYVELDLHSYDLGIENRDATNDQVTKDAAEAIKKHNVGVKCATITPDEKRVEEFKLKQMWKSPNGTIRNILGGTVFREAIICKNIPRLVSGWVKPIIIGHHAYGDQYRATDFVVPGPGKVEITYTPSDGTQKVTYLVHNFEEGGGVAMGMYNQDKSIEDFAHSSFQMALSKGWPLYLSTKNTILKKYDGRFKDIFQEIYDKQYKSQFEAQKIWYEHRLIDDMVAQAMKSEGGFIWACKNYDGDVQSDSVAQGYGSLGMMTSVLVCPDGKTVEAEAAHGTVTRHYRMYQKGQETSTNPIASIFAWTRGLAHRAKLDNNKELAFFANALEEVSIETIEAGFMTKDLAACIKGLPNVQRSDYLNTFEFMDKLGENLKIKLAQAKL
PRC2 inh – blocks human EZH2/PRC2 H3K27 methylation. Q15910. DELFIA TRF, 1 h. inhibition, % at 12.5 µM. actives 0.35% (n = 57,000). AID 651548;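 active = mean inhibition of replicates at least 50% and every single replicate also reaching 50%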;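 also: dimethyl H3K27 on biotinylated H3 21-44 peptide detected by antibody; plate controls were median neutral control wells for no effect and median positive control wells for full effect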
Active calls of the source: *; . = no result given; & = joins results of further samples. A portion of the library. The share of hits here may be higher or lower than overall.

smiles | IDH1 R132H inh | PRC2 inh
COc1cccc(C(=O)Nc2ccc3c(c2)C(=O)N(C)C[C@@H](OC)[C@@H](C)CN(C(C)=O)[C@H](C)CO3)c1 | 0.0 | 2.4
CCCNC(=O)Nc1ccc2c(c1)OC[C@H](C)N(Cc1ccncc1)C[C@@H](C)[C@@H](OC)CN(C)C2=O | 0.0 | -0.5
COc1ccc(CN(C)C[C@H]2Oc3c(NC(=O)Nc4ccc(F)cc4)cccc3C(=O)N([C@@H](C)CO)C[C@@H]2C)cc1 | . | -5.8
COc1ccc(NC(=O)C(=O)NCCCO)c(OC)c1 | -0.1 | .
C[C@@H]1CN([C@@H](C)CO)C(=O)Cc2cc(NS(=O)(=O)c3cn(C)cn3)ccc2O[C@@H]1CN(C)CC1CC1 | 0.5 | .
CNC[C@H]1OCCCC[C@H](C)Oc2ccc(NC(=O)Nc3ccc(F)cc3)cc2C(=O)N([C@H](C)CO)C[C@H]1C | 2.8 | -3.2
O=C(CCCCCCC(=O)N/N=C/c1ccc(-n2ccnc2)cc1)NO | 0.3 | -2.1
C[C@@H]1CCCCO[C@@H](CN(C)Cc2ccc(C(=O)O)cc2)[C@H](C)CN([C@H](C)CO)C(=O)c2cc(NC(=O)CCCN(C)C)ccc2O1 | -11.5 | .
O=c1[nH]c(CSc2nnc(-c3cccnc3)n2-c2ccccc2)nc2ccccc12 | -0.1 | 6.3
CNC[C@@H]1Oc2ccc(NC(=O)c3ccncc3)cc2CC(=O)N([C@@H](C)CO)C[C@H]1C | 2.9 | 1.9
Cc1noc(C)c1S(=O)(=O)Nc1ccc2c(c1)C(=O)N([C@@H](C)CO)C[C@@H](C)[C@@H](CN(C)S(=O)(=O)c1ccccc1)O2 | -3.4 | .
COC(=O)CNC(=O)c1cn(-c2ccccc2)nc1-c1ccc([N+](=O)[O-])cc1 | -0.2 | -4.9
COc1ccc(C)cc1NC(=O)CN(C)S(=O)(=O)c1ccccc1 | -0.3 | -12.0
COCC(=O)N1C[C@@H](C)[C@@H](OC)CN(C)C(=O)c2cc(NC(=O)c3ccccc3)ccc2OC[C@@H]1C | -0.4 | 19.9
O=c1c(O)c(-c2ccc(O)cc2)oc2cc(O)cc(O)c12 | 3.4 | .
O=C(CCCCCC(=O)N/N=C/c1ccc(O)c2ccccc12)NO | . | -1.9
O=C(/C=C/C=C/c1ccc2c(c1)OCO2)N1CCCC1 | -0.5 | .
Cn1cnc(S(=O)(=O)N[C@H]2CC[C@H](CC(=O)NCC3CCCCC3)O[C@@H]2CO)c1 | 0.0 | 14.7
C[C@@H]1CN([C@@H](C)CO)S(=O)(=O)c2ccc(C#Cc3ccccn3)cc2O[C@@H]1CN(C)C | 0.5 | 7.7
CN(C)C(=O)C[C@H]1C[C@H]2c3cc(NC(=O)Nc4ccc(F)cc4)ccc3O[C@H]2[C@H](CO)O1 | -0.5 | -1.0
C[C@@H]1CN([C@@H](C)CO)C(=O)c2cccc(NC(=O)Nc3ccc(F)cc3)c2O[C@H]1CN(C)S(=O)(=O)c1ccc(F)cc1 | 1.0 | .
C[C@H](CO)N1C[C@H](C)[C@@H](CN(C)C(=O)NC2CCCCC2)OCc2ccccc2-c2ccccc2C1=O | 2.0 | -2.4
C[C@@H]1CN([C@H](C)CO)C(=O)c2cccc(NC(=O)Nc3ccc(C(F)(F)F)cc3)c2O[C@H]1CN(C)S(=O)(=O)c1cccs1 | 0.8 | .
C/C=C/c1ccc2c(c1)O[C@H](CN(C)C(=O)c1ccccn1)[C@H](C)CN([C@H](C)CO)S2(=O)=O | 0.1 | -7.5
CCCCN1C(=O)[C@H]2Cc3c([nH]c4ccccc34)[C@H](c3ccc(OC)cc3)N2C1=O | -0.4 | -11.9
Cc1ccc(S(=O)(=O)N(C)C[C@@H]2Oc3ncc(C#CC4(O)CCCC4)cc3C(=O)N([C@H](C)CO)C[C@H]2C)cc1 | -23.2 | 2.9
C[C@H](CO)N1C[C@H](C)[C@H](CN(C)S(C)(=O)=O)OCCCC[C@H](C)Oc2ccc(NS(=O)(=O)c3cccs3)cc2C1=O | 0.3 | .
Cc1ccc(S(=O)(=O)N(C)C[C@@H]2OCCCC[C@H](C)Oc3ccc(NS(C)(=O)=O)cc3C(=O)N([C@@H](C)CO)C[C@H]2C)cc1 | -11.8 | .
C[C@H]1CN([C@@H](C)CO)C(=O)Cc2cc(NC(=O)NC3CCCCC3)ccc2O[C@H]1CN(C)C(=O)Nc1ccc(C(F)(F)F)cc1 | -1.1 | .
CO[C@H]1CN(C)C(=O)c2cc(NC(=O)c3cc(C)on3)ccc2OC[C@@H](C)N(C(C)=O)C[C@H]1C | 0.3 | -2.0
COCc1cc(Sc2c(Cl)cccc2Cl)nc(-c2ccccc2)n1 | 0.5 | 37.2
C[C@@H]1CN([C@H](C)CO)C(=O)c2cc(NS(C)(=O)=O)ccc2O[C@@H](C)CCCCO[C@H]1CN(C)Cc1ccccc1 | 0.8 | 3.9
CC(C)NC(=O)N[C@@H]1CC[C@H](CCN)O[C@H]1CO | 0.0 | -14.4
COc1ccc(-c2cnc3c(c2)C(=O)N([C@H](C)CO)C[C@H](C)[C@@H](CN(C)C(=O)Cc2cccnc2)O3)cc1 | -0.3 | 1.9
C[C@@H]1CN([C@@H](C)CO)C(=O)CCCn2cc(nn2)CO[C@H]1CN(C)S(=O)(=O)c1ccc(Oc2ccccc2)cc1 | 0.3 | 2.5
Cc1noc(C)c1NC(=O)NCC[C@@H]1CC[C@H](NC(=O)Nc2cccc(F)c2)[C@@H](CO)O1 | 0.1 | -2.3
CCn1c(SCC(=O)Nc2cccc(F)c2)nnc1-c1ccc(C)cc1 | -0.4 | 5.8
C[C@H]1CN([C@@H](C)CO)C(=O)c2cccc(NC(=O)Nc3ccc(F)cc3)c2O[C@H]1CN(C)S(=O)(=O)c1cn(C)cn1 | -2.4 | .
CC(C)NC(=O)N(C)C[C@@H]1Oc2ncc(-c3ccc(C(=O)N(C)C)cc3)cc2C(=O)N([C@H](C)CO)C[C@@H]1C | -2.2 | 0.2
O=C(CCNc1ccc(Cl)c(C(F)(F)F)c1)c1ccccc1 | 0.6 | 55.6*
C[C@@H]1CN([C@H](C)CO)S(=O)(=O)c2ccc(-c3ccccc3)cc2O[C@@H]1CN(C)S(C)(=O)=O | -1.1 | 8.1
C[C@@H]1CN([C@H](C)CO)C(=O)Cc2cc(NS(C)(=O)=O)ccc2O[C@@H]1CN(C)C(=O)Nc1ccc(C(F)(F)F)cc1 | 0.9 | -1.4
COc1ccccc1C#Cc1ccc2c(c1)O[C@H](CN(C)Cc1ccncc1)[C@H](C)CN([C@@H](C)CO)S2(=O)=O | 3.6 | -6.3
C[C@@H]1CN([C@@H](C)CO)C(=O)c2cc(NC(=O)CCCN(C)C)ccc2O[C@H]1CN(C)S(=O)(=O)c1ccc(Cl)cc1 | -2.7 | 7.9
C[C@H](CO)N1C[C@H](C)[C@H](CN(C)S(C)(=O)=O)OCCCC[C@H](C)Oc2ccc(NC(=O)Cc3ccccc3)cc2C1=O | -1.1 | -5.3
C[C@H]1CN([C@@H](C)CO)C(=O)Cc2cc(NC(=O)Nc3ccc4c(c3)OCO4)ccc2O[C@@H]1CN(C)C(=O)Nc1cccc2ccccc12 | 7.2 | .
Cc1ccc(S(=O)(=O)Nc2ccc3c(c2)C(=O)N([C@@H](C)CO)C[C@@H](C)[C@H](CN(C)S(=O)(=O)c2cccs2)OCCCC[C@H](C)O3)cc1 | -2.0 | .
COc1ccc(CCO[C@@H]2O[C@H](CO[C@@H]3OC[C@H](O)[C@H](O)[C@H]3O)[C@@H](OC(=O)/C=C/c3ccc(O)c(OC)c3)[C@H](O[C@@H]3O[C@@H](C)[C@H](O)[C@@H](O)[C@H]3O)[C@H]2O)cc1O | -0.3 | .

In the list so far, 3 have an aryl thioether with sulfur outside any ring.
smiles | IDH1 R132H inh | PRC2 inh
O=c1[nH]c(CSc2nnc(-c3cccnc3)n2-c2ccccc2)nc2ccccc12 | -0.1 | 6.3
COCc1cc(Sc2c(Cl)cccc2Cl)nc(-c2ccccc2)n1 | 0.5 | 37.2
CCn1c(SCC(=O)Nc2cccc(F)c2)nnc1-c1ccc(C)cc1 | -0.4 | 5.8

The listing continues.
smiles | IDH1 R132H inh | PRC2 inh
COc1ccc(S(=O)(=O)Nc2ccc3c(c2)C(=O)N([C@@H](C)CO)C[C@@H](C)[C@@H](CN(C)C(=O)Nc2cccc4ccccc24)O3)cc1 | 1.7 | .
CCOc1ccccc1NC(=O)Cn1cnc2scc(-c3ccc(Cl)cc3)c2c1=O | 0.0 | 6.5
C[C@H](CO)N1C[C@H](C)[C@@H](CN(C)Cc2ccccn2)Oc2cc(-c3cccc(C#N)c3)ccc2S1(=O)=O | -0.3 | .
O=C(Cc1ccccc1)N[C@H]1CC[C@@H](CC(=O)N2CCOCC2)O[C@@H]1CO | -0.3 | 1.4
C[C@H]1CN([C@@H](C)CO)C(=O)c2cc(NC(=O)CCCCCC(=O)Nc3ccccc3N)ccc2O[C@@H]1CN(C)S(=O)(=O)c1ccc(F)cc1 | 0.3 | -2.8
CCCC(=O)Nc1ccc2c(c1)OC[C@@H](C)N(Cc1ccc(-c3ccccn3)cc1)C[C@H](C)[C@@H](OC)CN(C)C2=O | -0.3 | -12.0
CCC(=O)Nc1ccc2c(c1)OC[C@H](C)N(C(=O)NC(C)C)C[C@@H](C)[C@@H](OC)CN(C)C2=O | -0.1 | -1.7
C[C@@H]1CN([C@H](C)CO)S(=O)(=O)c2ccc(-c3cccc(C(=O)N(C)C)c3)cc2O[C@H]1CN(C)C(=O)Nc1ccc(F)cc1 | -0.7 | -0.6&-4.0
C[C@@H]1CN([C@@H](C)CO)C(=O)CCCn2nncc2CO[C@@H]1CN(C)Cc1cccc(C(=O)O)c1 | 2.3 | .
COc1ccc(NC(=O)Nc2ccc3c(c2)C(=O)N([C@H](C)CO)C[C@H](C)[C@H](CN(C)Cc2ccc(-c4ccccc4)cc2)O3)cc1 | 2.6 | .
CO[C@H]1CN(C)C(=O)c2cc(NC(C)=O)ccc2OC[C@@H](C)N(C(=O)C2CCC2)C[C@H]1C | 0.1 | -1.1
Cc1ccc(S(=O)(=O)N[C@@H]2CC[C@@H](CCNC(=O)Cc3ccccn3)O[C@@H]2CO)cc1 | -0.2 | 6.0
C[C@@H]1CN([C@@H](C)CO)C(=O)c2cc(NC(=O)C3CCCCC3)ccc2O[C@@H](C)CCCCO[C@H]1CN(C)C(=O)C1CCCCC1 | 2.1 | .
Cc1ccc(S(=O)(=O)N(C)C[C@H]2Oc3c(NC(=O)Nc4ccccc4)cccc3C(=O)N([C@H](C)CO)C[C@@H]2C)cc1 | 0.2 | -0.4
c1ccc(CNc2nc3ccccc3n2CCN2CCCCC2)nc1 | -0.2 | 4.7
CO[C@@H]1CN(C)C(=O)c2cc(NC(C)=O)ccc2OC[C@@H](C)N(Cc2cccc(F)c2)C[C@H]1C | 0.1 | -1.7
C[C@H]1CN([C@@H](C)CO)C(=O)c2cccc(NC(=O)C3CCCCC3)c2O[C@H]1CN(C)CC1CCCCC1 | 0.2 | 6.1
CC(=O)N[C@@H]1C=C[C@@H](CC(=O)NCC2CCCCC2)O[C@H]1CO | 0.1 | 14.1
C[C@@H]1CN([C@@H](C)CO)C(=O)c2cc(N(C)C)ccc2O[C@@H](C)CCCCO[C@H]1CN(C)S(=O)(=O)c1ccc(F)cc1 | . | -9.2
CC(=O)N(C)C[C@H]1Oc2cc(C#CC(C)(C)O)ccc2S(=O)(=O)N([C@@H](C)CO)C[C@@H]1C | 0.4 | 10.4
COc1ccc(-c2cnc3c(c2)C(=O)N([C@H](C)CO)C[C@@H](C)[C@H](CN(C)C(=O)Cc2ccccn2)O3)cc1 | -6.6 | -16.7
O=C(Nc1cccc(Cl)c1)N[C@@H]1CC[C@H](CCn2cc(Cc3ccccc3)nn2)O[C@H]1CO | 0.2 | 4.8
O=c1oc2ccccc2n1CCn1c2ccccc2c2nc3ccccc3nc21 | -0.3 | -2.3
C[C@H](CO)N1C[C@H](C)[C@H](CN(C)S(=O)(=O)c2ccc(F)cc2)Oc2ccc(NC(=O)Cc3cn(C)c4ccccc34)cc2C1=O | 0.1 | .
O=C(C[C@@H]1CC[C@@H](NS(=O)(=O)c2ccccc2)[C@@H](CO)O1)NCc1ccncn1 | 1.3 | -8.8
CC(C)NC(=O)Nc1ccc2c(c1)CC(=O)N([C@@H](C)CO)C[C@H](C)[C@@H](CN(C)S(=O)(=O)c1cn(C)cn1)O2 | -0.5 | .
C[C@@H]1CN([C@H](C)CO)C(=O)c2cccc(NC(=O)c3nc4ccccc4s3)c2O[C@@H]1CN(C)S(=O)(=O)c1ccc(Cl)cc1 | 2.9 | .
C[C@H]1CN([C@@H](C)CO)C(=O)Cc2cc(NS(=O)(=O)c3cn(C)cn3)ccc2O[C@H]1CN(C)S(=O)(=O)c1cccs1 | -0.5 | .
CCS(=O)(=O)N[C@@H]1CC[C@H](CC(=O)NCc2ccc(Cl)cc2)O[C@@H]1CO | 0.3 | -4.3
C[C@@H]1CCCCO[C@H](CN(C)Cc2ccc3c(c2)OCO3)[C@H](C)CN([C@H](C)CO)C(=O)c2cc(NS(=O)(=O)c3ccc(F)cc3)ccc2O1 | 0.6 | .
O=C(C[C@H]1C[C@@H]2c3cc(NC(=O)NC4CCCCC4)ccc3O[C@@H]2[C@@H](CO)O1)NCC(F)(F)F | 0.8 | 7.0
C[C@@H]1CCCCO[C@@H](CN(C)C(=O)C2CCCCC2)[C@@H](C)CN([C@H](C)CO)C(=O)c2cc(NC(=O)NC3CCCCC3)ccc2O1 | -4.0 | .
C[C@@H]1CN([C@@H](C)CO)C(=O)c2cccc(NC(=O)NC3CCCCC3)c2O[C@H]1CN(C)S(=O)(=O)c1cn(C)cn1 | 0.3 | .
